Source: PubChem BioAssay (Sanford-Burnham Center for Chemical Genomics)
UBC13 polyUb – human UBC13 polyubiquitination inhibition. P61088. UBC13 polyubiquitin chain formation, TR-FRET. inhibition, % at 20 µM. hit rate 0.47% among 330,000. AID 485273; in the data active means inhibition above about 45%, passing the limit was not always enough
Target sequence (P61088 whole entry, looked up): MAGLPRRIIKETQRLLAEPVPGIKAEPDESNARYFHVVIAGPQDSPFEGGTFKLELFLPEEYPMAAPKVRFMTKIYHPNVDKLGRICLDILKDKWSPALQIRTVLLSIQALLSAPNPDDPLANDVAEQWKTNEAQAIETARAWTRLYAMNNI
697 NFkB inh – lowers PMA/ionomycin-induced NF-kB signal in 697 B cells; 697 B-cell NF-kB luciferase reporter, 16 h; inhibition, % at 4 µM; hit rate 0.33% among 330,000; AID 435022; in the data active means inhibition above about 35%
APJ antag – blocks the human apelin receptor APJ; CHO-K1 APJ beta-arrestin complementation, luminescence; inhibition, % at 20 µM; hit rate 0.32% among 330,000;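 active means inhibition above about 40% at 20 µM, limit read from the data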;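 further: cells challenged with 10 nM apelin-13 agonist together with compound; plate controls were apelin-13 plus DMSO wells for no effect and DMSO wells lacking apelin-13 for full effect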
CCR6 antag – antagonists of human CCR6 receptor | CHO-K1 CCR6 PathHunter beta-arrestin, luminescence, CCL20-stimulated | inhibition, % at 20 µM | hit rate 0.49% among 340,000 | AID 493098;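 active means compounds whose inhibition of the agonist-driven luminescence signal at 20 µM reaches about 50%, limit read from the data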;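 further: cells stimulated with CCL20 at 14 nM final; plate controls were DMSO with CCL20 for no effect and DMSO without agonist for full effect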
Jurkat NFkB inh – inhibitors of the PMA/ionomycin-induced NF-kB reporter in Jurkat cells; PMA/ionomycin-induced NF-kB luciferase reporter, luminescence; inhibition, % at 4 µM; hit rate 0.53% among 330,000; AID 435003; in the data active means inhibition above about 50%
Gli-Sufu block – blocks Gli-Sufu signaling in a luciferase reporter | Sufu-KO-LIGHT fibroblasts, Gli luciferase reporter luminescence | inhibition, % at 5 µM | hit rate 0.74% among 340,000;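 active means inhibition above about 55%, limit read from the data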;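 further: 0% = DMSO-treated cells and 100% = wells with medium but no cells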
EBI2 block – antagonists of human EBI2 receptor. EBI2 beta-arrestin recruitment, luminescence, 7a,25-OHC stimulated. inhibition, % at 5 µM. P32249. hit rate 0.81% among 360,000; in the data active means inhibition above about 38%;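 further: enzyme fragment complementation signal reports receptor beta-arrestin coupling in cells; 0% = agonist plus DMSO wells and 100% = wells without agonist; some results beyond the cut were filed as inactive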
Target sequence (P32249 whole entry, looked up, the tested form may be a part): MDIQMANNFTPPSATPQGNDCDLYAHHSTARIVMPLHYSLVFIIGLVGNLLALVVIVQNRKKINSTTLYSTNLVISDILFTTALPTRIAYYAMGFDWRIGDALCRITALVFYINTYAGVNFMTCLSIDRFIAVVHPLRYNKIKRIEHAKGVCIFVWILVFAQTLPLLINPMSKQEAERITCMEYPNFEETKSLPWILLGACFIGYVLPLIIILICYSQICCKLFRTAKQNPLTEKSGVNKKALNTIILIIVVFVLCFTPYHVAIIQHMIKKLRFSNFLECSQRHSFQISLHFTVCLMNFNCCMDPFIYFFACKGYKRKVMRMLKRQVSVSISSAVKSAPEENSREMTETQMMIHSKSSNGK
CXCR6 block – blocks human CXCR6 beta-arrestin recruitment | inhibition, % at 20 µM | AID 602244 | O00574 | hit rate 0.36% among 360,000 | CHO-K1 PathHunter CXCR6 beta-arrestin, luminescence; in the data active means inhibition above about 34%, passing the limit was not always enough;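 further: antagonist mode with CXCL16 agonist at 10 nM final; 0% = 10 nM CXCL16 with DMSO and 100% = unstimulated wells without agonist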
Target sequence (O00574 whole entry, looked up): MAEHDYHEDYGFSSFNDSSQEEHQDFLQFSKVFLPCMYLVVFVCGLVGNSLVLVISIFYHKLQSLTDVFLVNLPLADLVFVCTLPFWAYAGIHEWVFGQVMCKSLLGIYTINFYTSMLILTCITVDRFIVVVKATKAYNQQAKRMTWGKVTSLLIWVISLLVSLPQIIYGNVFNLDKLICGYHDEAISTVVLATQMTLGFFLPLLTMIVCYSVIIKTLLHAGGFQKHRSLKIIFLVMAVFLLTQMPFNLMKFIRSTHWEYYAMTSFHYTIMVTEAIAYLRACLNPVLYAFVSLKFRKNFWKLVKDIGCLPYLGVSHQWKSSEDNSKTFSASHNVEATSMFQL
* hit, by the source's call.

What do the screens show for `CN(C)CCn1c2ccccc2c2nc3ccc([N+](=O)[O-])cc3cc21`?
UBC13 polyUb: -5; 697 NFkB inh: -317; APJ antag: 6; CCR6 antag: 12; Jurkat NFkB inh: 60*; Gli-Sufu block: 52; EBI2 block: 26; CXCR6 block: -11

Results for Cc1ccccc1Cn1ccc(=NCc2ccccc2)cc1 ?
UBC13 polyUb: 5; 697 NFkB inh: 25; APJ antag: 13; CCR6 antag: 11; Jurkat NFkB inh: 24; Gli-Sufu block: -4

What do the screens show for `COc1cccc(CNCCNC(=O)c2ccco2)c1OC`?
UBC13 polyUb: 7; 697 NFkB inh: 3; APJ antag: 10; CCR6 antag: -6; Jurkat NFkB inh: -10; Gli-Sufu block: 11; EBI2 block: -3; CXCR6 block: -2

How did CCc1ccc(OCC(=O)Nc2ccncc2)c(Br)c1 do in these assays?
UBC13 polyUb: -6; 697 NFkB inh: 1; APJ antag: -17; CCR6 antag: -10; Jurkat NFkB inh: 10; Gli-Sufu block: 9; EBI2 block: 2; CXCR6 block: -9

What do the screens show for `COc1ccc(-c2nc(CS(=O)CC(=O)NCc3ccc(Cl)cc3)c(C)o2)cc1OC` (stereo not drawn)?
UBC13 polyUb: 2; 697 NFkB inh: 14; APJ antag: 5; CCR6 antag: 8; Jurkat NFkB inh: -1; Gli-Sufu block: -9; EBI2 block: 10; CXCR6 block: 2

How did O=S1(=O)CCC(n2nccc2-c2ccccc2)C1 (stereo not drawn) do in these assays?
UBC13 polyUb: -1; 697 NFkB inh: -15; APJ antag: 0; CCR6 antag: 8; Jurkat NFkB inh: -2; Gli-Sufu block: -28; EBI2 block: -5; CXCR6 block: 6

What do the screens show for `Cc1cccc(NC(=O)CN(CC2CCCO2)C(=O)c2cc(S(=O)(=O)N(C)C)ccc2F)c1C` (stereo not drawn)?
UBC13 polyUb: -13; 697 NFkB inh: -6; APJ antag: 2; CCR6 antag: 13; Jurkat NFkB inh: -8; Gli-Sufu block: 4; EBI2 block: 5; CXCR6 block: -6

Results for COc1ccc(-n2c(COc3cccc(C)c3)nnc2SCC(=O)NCc2ccco2)cc1 ?
UBC13 polyUb: -3; 697 NFkB inh: -7; APJ antag: 0; CCR6 antag: 11; Jurkat NFkB inh: -1; Gli-Sufu block: 3; EBI2 block: 31; CXCR6 block: -6

Results for CCOC(=O)C1C(=O)NC(N2CCN(Cc3ccccc3)CC2)=NC1c1ccco1 (stereo not drawn) ?
UBC13 polyUb: 5; 697 NFkB inh: -1; APJ antag: -3; CCR6 antag: 14; Jurkat NFkB inh: -2; Gli-Sufu block: -1; EBI2 block: 1; CXCR6 block: 5

What do the screens show for `COCCCNC(=O)c1ccc(N2CCCC2)c(NS(=O)(=O)c2ccc(C)cc2)c1`?
UBC13 polyUb: 4; 697 NFkB inh: -1; APJ antag: -11; CCR6 antag: 13; Jurkat NFkB inh: -7; Gli-Sufu block: -15; EBI2 block: -2; CXCR6 block: 7

Results for COc1ccc(C(=O)N2CCN(Cc3ccc4c(c3)OCO4)CC2)cc1OC ?
UBC13 polyUb: -8; 697 NFkB inh: -2; APJ antag: -10; CCR6 antag: 10; Jurkat NFkB inh: -1; Gli-Sufu block: 6; EBI2 block: -4; CXCR6 block: -2

Results for O=C(c1ccc(Cl)c(Cl)c1)N1CCC(=O)N(C(COCc2cccc(C(F)(F)F)c2)Cc2ccccc2)CC1 (stereo not drawn) ?
UBC13 polyUb: 3; 697 NFkB inh: -2; APJ antag: -29; CCR6 antag: 12; Jurkat NFkB inh: 0; Gli-Sufu block: 8; EBI2 block: 20; CXCR6 block: 0

What do the screens show for `COc1ccc(NC(=O)CCS(=O)(=O)c2cccc3nonc23)cc1`?
UBC13 polyUb: -3; 697 NFkB inh: -6; APJ antag: 1; CCR6 antag: 7; Jurkat NFkB inh: -9; Gli-Sufu block: 17; EBI2 block: -3; CXCR6 block: 12

What do the screens show for `CC(=O)Nc1cc(C(=O)N2CCc3ccccc3C2)ccc1Sc1ccc(Cl)cc1`?
UBC13 polyUb: 8; 697 NFkB inh: 23; APJ antag: -8; CCR6 antag: 18; Jurkat NFkB inh: 6; Gli-Sufu block: 0; EBI2 block: -13; CXCR6 block: 7

How did CCCCCn1c(CNC(=O)CC)nc2ccccc21 do in these assays?
UBC13 polyUb: -4; 697 NFkB inh: -12; APJ antag: -3; CCR6 antag: -7; Jurkat NFkB inh: -3; Gli-Sufu block: -1; EBI2 block: 1; CXCR6 block: -3

How did COc1cc2c(cc1OC)CN(S(C)(=O)=O)CC2 do in these assays?
UBC13 polyUb: -10; 697 NFkB inh: -37; APJ antag: -53; CCR6 antag: 1; Jurkat NFkB inh: -23; Gli-Sufu block: -5; EBI2 block: -12; CXCR6 block: -9

Results for COC(=O)NNC(=O)COc1ccc(Cl)cc1 ?
UBC13 polyUb: 0; 697 NFkB inh: 21; APJ antag: 10; CCR6 antag: 1; Jurkat NFkB inh: -3; Gli-Sufu block: -3; EBI2 block: -1; CXCR6 block: 1

What do the screens show for `COc1ccc(N2C(=O)C3C4C=CC(C4)C3C2=O)nn1` (stereo not drawn)?
UBC13 polyUb: -17; 697 NFkB inh: 18; APJ antag: -10; CCR6 antag: 7; Jurkat NFkB inh: -8; Gli-Sufu block: 3; EBI2 block: -7; CXCR6 block: 3

What do the screens show for `COc1ccc(C2Nc3ccccc3C(=O)N2NS(=O)(=O)c2ccc(C)cc2)cc1` (stereo not drawn)?
UBC13 polyUb: 12; 697 NFkB inh: 5; APJ antag: 4; CCR6 antag: 8; Jurkat NFkB inh: 20; Gli-Sufu block: 11; EBI2 block: 3; CXCR6 block: -1

Results for CN1C(=O)Cc2cc(S(=O)(=O)N3CCOCC3)ccc21 ?
UBC13 polyUb: -13; 697 NFkB inh: -10; APJ antag: -5; CCR6 antag: 2; Jurkat NFkB inh: 17; Gli-Sufu block: 24; EBI2 block: -15; CXCR6 block: 0

What do the screens show for `O=C(O)CNC(=S)N(Cc1ccc(F)cc1)C1CCCCC1`?
UBC13 polyUb: 3; 697 NFkB inh: 8; APJ antag: -9; CCR6 antag: 11; Jurkat NFkB inh: 5; Gli-Sufu block: -8; EBI2 block: 2; CXCR6 block: 0

How did Cc1ccc(NC(=O)Nc2cccs2)nc1 do in these assays?
UBC13 polyUb: -9; 697 NFkB inh: -73; APJ antag: -17; CCR6 antag: 0; Jurkat NFkB inh: -48; Gli-Sufu block: -44; EBI2 block: -16; CXCR6 block: -1

Results for O=C(NNC(=O)C1C2CCC(C2)C1C(=O)O)c1ccc(Br)o1 (stereo not drawn) ?
UBC13 polyUb: -9; 697 NFkB inh: -19; APJ antag: 8; Jurkat NFkB inh: -9

What do the screens show for `COc1ccc(C2=NO[C@@H]3[C@@H]4C[C@@H]([C@H]5C(=O)N(c6ccc7c(c6)OCO7)C(=O)[C@@H]45)[C@H]23)cc1OC`?
UBC13 polyUb: 8; 697 NFkB inh: 12; APJ antag: 0; CCR6 antag: -1; Jurkat NFkB inh: 6; Gli-Sufu block: -2; EBI2 block: 11; CXCR6 block: 5

How did CCCCn1c(N)c(N(CC(C)C)C(=O)COC(=O)c2ccccc2NCCO)c(=O)[nH]c1=O do in these assays?
UBC13 polyUb: 10; 697 NFkB inh: 15; APJ antag: -3; CCR6 antag: -3; Jurkat NFkB inh: 15; Gli-Sufu block: -2; EBI2 block: 2; CXCR6 block: 1

How did CC(=O)c1ccc(NC(=O)N2CCc3ccccc3C2)cc1 do in these assays?
UBC13 polyUb: 0; 697 NFkB inh: -91; APJ antag: 18; CCR6 antag: 8; Jurkat NFkB inh: -57; Gli-Sufu block: -38; EBI2 block: 8; CXCR6 block: -6

How did COc1ccccc1C(=O)Nc1cccc(C(=O)N2CCOCC2)c1 do in these assays?
UBC13 polyUb: 4; 697 NFkB inh: 0; APJ antag: 10; CCR6 antag: 15; Jurkat NFkB inh: 6; Gli-Sufu block: 48; EBI2 block: -6; CXCR6 block: -6

How did C=CCn1c(=O)c(C(=O)Nc2ccccc2S(N)(=O)=O)c(O)c2ccccc21 do in these assays?
UBC13 polyUb: 46*; 697 NFkB inh: -114; APJ antag: -10; CCR6 antag: 8; Jurkat NFkB inh: -72; Gli-Sufu block: -51; EBI2 block: -1; CXCR6 block: -5

What do the screens show for `Cc1cc([N+](=O)[O-])nn1CC(=O)Nc1nc2ccccc2s1`?
UBC13 polyUb: -3; 697 NFkB inh: 12; APJ antag: 9; CCR6 antag: 8; Jurkat NFkB inh: -3; Gli-Sufu block: -16; EBI2 block: -4; CXCR6 block: -8

What do the screens show for `CCn1cc(CNC(=O)CSc2nc(-c3ccc(OC)c(OC)c3)cc(C(F)(F)F)n2)c(C)n1`?
UBC13 polyUb: 8; 697 NFkB inh: 6; APJ antag: 7; CCR6 antag: 10; Jurkat NFkB inh: 0; Gli-Sufu block: -8; EBI2 block: -3; CXCR6 block: -1

What do the screens show for `CCCCNC(=O)C1=C(N)C(C(=O)Nc2ccc(C)c(S(=O)(=O)N3CCCCC3)c2)SC1=Nc1ccc(C)cc1C` (stereo not drawn)?
UBC13 polyUb: -7; 697 NFkB inh: 15; APJ antag: -5; CCR6 antag: 17; Jurkat NFkB inh: 3; Gli-Sufu block: -13; EBI2 block: 12; CXCR6 block: 5

How did Cc1onc(-c2c(F)cccc2Cl)c1C(=O)NCCO do in these assays?
UBC13 polyUb: -3; 697 NFkB inh: 0; APJ antag: 7; CCR6 antag: 8; Jurkat NFkB inh: 0; Gli-Sufu block: 4; EBI2 block: -2; CXCR6 block: -7

What do the screens show for `CCOC(=O)c1ccc(NC(=O)C2C3CCC(C3)C2C(=O)O)cc1` (stereo not drawn)?
UBC13 polyUb: -2; 697 NFkB inh: -40; APJ antag: -2; CCR6 antag: 8; Jurkat NFkB inh: -12; Gli-Sufu block: -30; EBI2 block: -3; CXCR6 block: -3

How did COc1cccc(-c2nc(CS(=O)CC(=O)NC(C)CCc3ccccc3)c(C)o2)c1 (stereo not drawn) do in these assays?
UBC13 polyUb: 6; 697 NFkB inh: -2; APJ antag: 13; CCR6 antag: 17; Jurkat NFkB inh: -10; Gli-Sufu block: 13; EBI2 block: 12; CXCR6 block: 3

How did Cc1cc(O)c(/C=N/Nc2ccc(F)cc2)c(=O)o1 do in these assays?
UBC13 polyUb: -2; 697 NFkB inh: 12; APJ antag: -28; CCR6 antag: -13; Jurkat NFkB inh: 0; Gli-Sufu block: 4; EBI2 block: -5; CXCR6 block: -4

Results for CCOC(=O)C1(CCOc2ccccc2)CCN(Cc2cnc(C)[nH]2)CC1 ?
UBC13 polyUb: 0; 697 NFkB inh: 7; APJ antag: 6; CCR6 antag: 6; Jurkat NFkB inh: -5; Gli-Sufu block: 2; EBI2 block: -1; CXCR6 block: 4

How did CCC(=O)c1c[nH]c(C(=O)NCCc2ccccn2)c1 do in these assays?
UBC13 polyUb: 2; 697 NFkB inh: 4; APJ antag: 8; CCR6 antag: -9; Jurkat NFkB inh: 12; Gli-Sufu block: -7; EBI2 block: -2; CXCR6 block: 7

How did CCn1c(SCC(=O)N/N=C/c2cccs2)nc2ccccc21 do in these assays?
UBC13 polyUb: -4; 697 NFkB inh: 10; APJ antag: 1; CCR6 antag: 17; Jurkat NFkB inh: 2; Gli-Sufu block: -6; EBI2 block: -10; CXCR6 block: -1
